# Compound activity (PubChem BioAssay)
# AMA1-RON2 inh = disrupts binding of P. falciparum AMA1 to RON2; Potency, µM (top dose mostly 58.2 µM), for inactives: at the highest dose activity change, negative = inhibition, usual class: inhibitors; AlphaScreen AMA1-biotinylated RON2 peptide binding; 360,000 tested, 0.2% active;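 also: potency is read from the fitted curve at half-maximal effect; 0% = vehicle wells and -100% = peptide control; nearly all actives have a fitted effect of over 45% in size; some results filed as inactive show a strong effect at the top dose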
#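 AMA1 (3D7) with his tag at 25 nM final met compounds first, then biotinylated RON2 peptide at 25 nM; detection used donor plus acceptor beads, 10 µg/mL apiece, read by AlphaScreen after 30 min at room temperature.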
# LmPK inhibitor = blocks Leishmania mexicana pyruvate kinase activity | Q27686 | purified LmPK, Kinase-Glo ATP luminescence, 1 h | Potency, µM (doses to about 57.5 µM), inactives show at the top dose activity change, negative = inhibition, most hits filed as inhibitors | 290,000 tested, 0.37% active | AID 1721; also: potency is read from the fitted curve at half-maximal effect; % is scaled to controls: 0 for no effect and ±100 for the full control effect
# Target sequence (Q27686 whole entry, looked up): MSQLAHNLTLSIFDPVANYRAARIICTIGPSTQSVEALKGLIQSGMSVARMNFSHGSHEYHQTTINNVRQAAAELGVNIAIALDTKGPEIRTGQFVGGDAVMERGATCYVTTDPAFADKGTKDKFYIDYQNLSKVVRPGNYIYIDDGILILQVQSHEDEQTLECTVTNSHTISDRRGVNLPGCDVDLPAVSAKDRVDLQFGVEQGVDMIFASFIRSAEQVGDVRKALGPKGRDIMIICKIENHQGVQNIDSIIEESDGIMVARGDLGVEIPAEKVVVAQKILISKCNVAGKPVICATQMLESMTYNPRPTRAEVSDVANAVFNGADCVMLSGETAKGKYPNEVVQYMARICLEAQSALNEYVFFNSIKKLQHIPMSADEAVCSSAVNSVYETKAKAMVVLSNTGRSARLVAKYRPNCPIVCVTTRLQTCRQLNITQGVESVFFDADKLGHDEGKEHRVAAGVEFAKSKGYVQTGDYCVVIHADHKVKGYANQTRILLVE
#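 qHTS format; LmPK 0.1 nM; substrates PEP 0.5 mM and ADP 0.1 mM. One-hour room-temperature incubation, then coupled luciferase luminescence; 0.5 nM enzyme wells mark activation.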
# Shiga toxin inh = Shiga toxin inhibition | Vero cells, Shiga toxin protein synthesis inhibition reporter | inhibition, % at 38.7 µM | 290,000 tested, 9.2% active | AID 2315; in the data active = inhibition mostly above about 28%, no sharp cut-off; inactive = mostly below about 43%; also: 0% is about no effect
# Tb PYK inh = T. brucei pyruvate kinase inhibition; Potency, µM (series often up to 76.8 µM), without a hit: top-dose activity, negative = inhibition, most hits filed as inhibitors; TbPYK enzyme, Kinase-Glo Plus ATP luminescence, 45 min; Q57TT1; AID 624173; 410,000 tested, 0.12% active; also: potency is read from the fitted curve at half-maximal effect; % is scaled to controls: 0 for no effect and ±100 for the full control effect; nearly all actives have a fitted effect of over 50% in size
#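 T. brucei PYK with substrate was exposed to pin-transferred compounds across a concentration series, then started with 130 uM ADP (final). After 45 min at room temperature, Kinase-Glo Plus luminescence was read, normalized and curve-fitted.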
# Pf growth 96h = P. falciparum growth inhibition at 96 hour, primary screen for plastid delayed-death inhibitors; Potency, µM (top dose mostly 28.7 µM), inactives show at the highest dose activity change, negative = inhibition, usual class: inhibitors; P. falciparum luciferase reporter growth, 96 h; 320,000 tested, 6.9% active; also: potency is read from the fitted curve at half-maximal effect; % is scaled to controls: 0 for no effect and ±100 for the full control effect
#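 Luminescence readout: decreased luciferase signal marks inhibited growth of reporter-expressing P. falciparum in infected red cells (2% hematocrit, 0.05% parasitemia final), exposed to compound two generations (96 h, 37 C, 5% CO2).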
# Pf growth 48h = P. falciparum growth inhibition at 48 hours (one generation); 310,000 tested, 5.9% active; AID 504832; Potency, µM (highest dose often 28.7 µM), for the others: at the top dose activity change, negative = inhibition, usual class: inhibitors; P. falciparum luciferase growth in erythrocytes, 48 h; also: potency is read from the fitted curve at half-maximal effect; % is scaled to controls: 0 for no effect and ±100 for the full control effect
#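 A one-generation exposure of luciferase-tagged malaria parasites in RPMI 1640/Albumax erythrocyte culture, 37 C and 5% CO2. Inhibition is inferred from decreased luminescence after adding detection reagent.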
# Cycloheximide cs = counter-screen for Shiga toxin inhibitors: cycloheximide protein synthesis inhibition | cell reporter, cycloheximide protein synthesis inhibition counterscreen | max response, % | 300,000 tested, 12% active; in the data active = max response mostly above about 13%, no sharp cut-off; inactive = mostly below about 14%; also: read at 38.3 µM for the half of the compounds with a filed dose; 0% is about no effect
# * = called active by the depositor; ? = inconclusive; . = not tested or not shown; & = joins results of further samples; [ ] = remark or other dose. Unless noted, calls follow the shape of the dose curve; as a rule, active = well fitted curve in the direction sought with a large enough effect; inconclusive = small, poorly fitted or top-dose-only effect, or another doubt; inactive = no such curve, though single readings can be large; an effect the other way counts as inactive or inconclusive.
# Second line of a record – AMA1-RON2 inh, LmPK inhibitor, Shiga toxin inh, Tb PYK inh, Pf growth 96h, Pf growth 48h, Cycloheximide cs
COc1ccc(NC(=O)CCS(=O)(=O)c2ccc3c(c2)oc(=O)n3C)cc1OC
    -14.8%, -3.6%, -7.1, -8.5%&-4.5%, ?, 4.1%, -10.3
O=[N+]([O-])c1ccc(C2=NN(c3ccccc3)C(c3ccco3)C2)cc1 (centres undefined)
    -28.0%, -4.0%, 60.3*, -24.5%, ?, ?, 34.0*
S=C=S
    ., ., ., 2.3%, -7.4%, -2.3%, .
COC(/C=C/Nc1ccc(C)c(C)c1)=C(C#N)C#N
    9.6%, -0.8%, 1.7, -7.5%, 0.0%, 14.5%, -2.8
COc1ccc(Cl)cc1NC(=O)CCNC(=O)OCc1ccccc1
    -1.8%, 1.1%, -2.1, -7.5%, 1.1%, 16.9%, 9.3
COc1ccc(NC(=O)c2cccnn2)cc1
    3.3%, -4.3%, 29.4*, 8.9%, ?, 92.4%[activator], 24.1*
O=C(NCCc1ccccc1)N1c2ccccc2Sc2ccccc21
    1.3%, 0.8%, 15.5, 4.3%, ?, ?, 9.8
CCOC(=O)C1C(=O)CC(C)(O)C(C(=O)OCC)C1c1ccc(OCC)cc1 (centres undefined)
    -0.5%, 4.7%, -7.2, -1.4%, 37.2%[activator], -10.9%, 0.5
NC(=O)Cn1nnc(-c2ccc(C(F)(F)F)cc2)n1
    -5.8%, 3.0%, 31.8*, -5.2%, 6.2%, 39.0%[activator], 17.2
CCOC(=O)C(NC(=O)NCc1ccc(F)cc1)(OCC)C(F)(F)F (centres undefined)
    4.8%, -1.9%, -4.9, -0.2%, -15.2%, 4.3%, -3.2
NNC(=O)CNC(c1ccccc1)c1cc(Br)ccc1NC(=O)c1ccccc1Br (centres undefined)
    59.2%[activator], 0.7%, -5.5, -7.2%, 77.6%[activator], 8.28µM*, -5.0
CC1(C(=O)NCCOc2ccccc2Cl)CC1(Cl)Cl (centres undefined)
    19.0%, -2.1%, 17.9, 1.4%, ?, 58.9%[activator], 9.0
COc1ccc2nc(-c3ccc(N)cc3)[nH]c2c1
    8.9%, ?, 9.9, -12.1%, ?, -39.5%, 12.8
Cc1ccc(-c2cc(C(F)F)nc(NCC3CCCO3)n2)cc1 (centres undefined)
    31.6%[activator], 2.0%, 47.8*, -15.9%, 20.6%, -4.5%, 15.6*
CC(=O)Nc1ccc(NC(=O)C(C)OC(=O)C2CCN(S(=O)(=O)c3ccccc3C(F)(F)F)CC2)cc1 (centres undefined)
    14.0%, ., ., 2.5%, 1.6%, ?, .
CCN1CCN(S(=O)(=O)c2ccc(Br)s2)CC1
    0.4%, 0.1%, 19.1, 2.1%, ?, 18.2%, -1.9
O=C(Nc1ccccc1NC(=O)c1c(F)c(F)c(F)c(F)c1F)c1c(F)c(F)c(F)c(F)c1F
    -5.8%, 1.9%, -5.0, -3.8%, ., ?, -0.9
O=C(O)c1ccccc1SC1CC(=O)N(c2cccc3ccccc23)C1=O (centres undefined)
    0.0%, 7.0%, 20.2, -26.2%, 59.5%[activator], 2.08µM*, -2.8
Cc1ccc(N2C(=O)CC(Cc3cccc(C)c3)C2=O)cc1 (centres undefined)
    5.7%, -2.0%, 6.8, 0.0%, 0.294µM*, 9.9%, 5.7
OCC[C@H]1C[C@H](O)[C@@H](O)[C@@]2(Cc3ccccc3O2)O1
    -4.7%, ., ., -9.6%, ?, ?, .
CCN1C(=O)C(CC(=O)Nc2ccccc2Cl)N(NC(=O)c2cccc(F)c2)C1=S (centres undefined)
    7.0%, 3.0%, -1.8, 4.2%, ?, ?, 0.9
C#CCOCCOCCOCCNc1nc(N2CCN(C(=O)[C@H]([C@@H](C)CC)n3cc([C@@H](N)Cc4ccc(O)cc4)nn3)CC2)nc(N2CCN(C(=O)[C@H](Cc3ccc(O)cc3)n3cc([C@@H](N)CC(C)C)nn3)CC2)n1
    -17.0%, -2.1%, -10.5, 1.7%, ?, 4.65µM*, 1.6
Cc1cc(C)c(NC(=O)CCCCCNC2CCCCC2)c(C)c1
    4.7%, 1.4%, -3.7, -1.0%, 13.1µM*, 4.0%, -2.9
Cc1c(C(=O)Nc2ccccc2F)sc2nc3n(c(=O)c12)CCC3
    16.0%, 5.6%, 95.1*, 35.3%&-1.7%, -6.9%, 115.9%[activator], 45.2*
Cc1ccc2c(c1)c(C)c(C)n2CC(O)Cn1nnc2ccccc21 (centres undefined)
    6.8%, -2.3%, 51.7, -5.5%, ?, 30.6%[activator], 30.3*
O=C(NCCS(=O)(=O)N1CCN(c2ccccc2F)CC1)c1c(F)cccc1F
    5.0%, ., ., 4.5%, 1.4%, 2.7%, .
Cc1ccccc1Nc1ncnc2c1cnn2C
    -0.4%, 4.0%, -5.4, 4.2%, ?, 10.6%, -4.1
CCOc1cc(C(=O)NC(C)Cc2cccs2)cc(OCC)c1OCC (centres undefined)
    -4.2%, 2.9%, -1.1, 1.8%, 5.0%, 66.8%[activator], -2.9
C=C(C)C1CC=C(C)/C(=N/NC(=O)COc2ccccc2C)C1 (centres undefined)
    42.7%[activator], 1.5%, -44.0, 1.0%, ?, ?, -0.7
O=C(NCCc1ccc(F)cc1)c1ccncc1
    11.0%, -1.2%, 86.8*, -6.0%, 2.9%, 12.2%, 15.5*
C#CCOn1c(-n2nc(C)cc2C)nc2ccccc2c1=O
    14.9%, 2.7%, 24.1, 1.6%, ?, 2.5%, 3.7
Cc1cc(S(=O)(=O)NCC(C)C)ccc1OCC(=O)NCc1ccccn1
    24.5%, 2.4%, -12.3, -8.0%, ., 2.4%, -0.5
O=C(COc1ccccc1)N1CCN(C(=O)c2ccco2)CC1
    2.5%, 6.6%, -6.2, 15.7%, 16.2%, ., -0.9
COc1cc(C)cc(CN2CCC(Cc3ccccc3)CC2)c1O
    -17.1%, -0.5%, -4.6, -10.6%, 1.17µM*, 0.928µM*, -8.9
Cc1ccc(S(=O)(=O)NCCC(c2ccccc2)c2ccccc2)cc1C(=O)O
    -9.1%, 3.8%, 5.9, 3.2%, 2.1%, 9.1%, -3.9
COc1ccccc1-c1cc(C(=O)N2CCOCC2)no1
    -1.3%, -18.5%, 89.5*, 1.0%, ?, 97.3%[activator], 29.3*
c1ccc(-c2cnc(CSc3ncnc4sccc34)o2)cc1
    34.7%[activator], 5.3%, 9.1, -12.1%, 25.1%, -0.8%, 23.4
COc1ccc(NC(=O)CN2CCN(CC(=O)Nc3ccccc3Cl)CC2)cc1Cl
    2.4%, 0.6%, -11.5, -0.5%, 73.8%[activator], ?, -1.3
CC(CCc1ccccc1)NC(=O)c1cnc(Cl)c(Cl)c1 (centres undefined)
    -1.8%, -0.1%, 3.5, 1.1%, -8.5%, 5.5%, -1.2
Cc1noc(C)c1S(=O)(=O)NC1CCCc2ccccc21 (centres undefined)
    10.7%, 1.7%, -4.4, 0.0%, 18.6%, 33.7%[activator], -3.4

# Compounds above with bromine, in the order listed:
# Second line of a record – AMA1-RON2 inh, LmPK inhibitor, Shiga toxin inh, Tb PYK inh, Pf growth 96h, Pf growth 48h, Cycloheximide cs
NNC(=O)CNC(c1ccccc1)c1cc(Br)ccc1NC(=O)c1ccccc1Br (centres undefined)
    59.2%[activator], 0.7%, -5.5, -7.2%, 77.6%[activator], 8.28µM*, -5.0
CCN1CCN(S(=O)(=O)c2ccc(Br)s2)CC1
    0.4%, 0.1%, 19.1, 2.1%, ?, 18.2%, -1.9

# (more compounds)
# Second line of a record – AMA1-RON2 inh, LmPK inhibitor, Shiga toxin inh, Tb PYK inh, Pf growth 96h, Pf growth 48h, Cycloheximide cs
Cc1[nH]n(C(N)=S)c(=O)c1N=Nc1ccc([N+](=O)[O-])cc1Cl
    62.4%[activator], -26.5%, 15.3, 11.0%, 0.0%, 40.1%[activator], 14.3*
COc1ccccc1/C=C/C(=O)OCCN1C(=O)c2ccccc2C1=O
    10.9%, -5.2%, -1.6, -10.5%, 37.4%[activator], 18.2%, -0.2
Cc1ccc(NC(=O)CC(O)(C(F)(F)F)C(F)(F)F)cc1
    0.1%, 4.9%, 12.7, 8.0%, -106.4%, ., -2.3
C=CCNC(=S)NC(=O)c1csc([N+](=O)[O-])c1
    13.9%, 5.0%, 4.0, -4.6%, ?, 9.0%, 1.2
Cc1c(C)c2ccc(OCC(=O)NCCc3c[nH]c4ccccc34)c(C)c2oc1=O
    0.0%, -3.9%, -2.8, 5.6%, 4.1%, ?, -0.9
Cc1cc(C2C(=O)c3ccccc3C2=O)c(C)c(C)c1C
    -3.1%, -2.5%, -7.7, -5.4%, ?, ?, -3.5
O=C(NCc1ccccn1)c1cc(Br)ccc1Cl
    57.9%[activator], -2.8%, 29.6, 3.6%, 5.2%, 26.1%, 17.7
CSc1ccccc1N=Cc1nc(-c2ccccc2)oc1O
    20.0%, -2.9%, 94.0*, -5.1%, -17.6%, 5.9%, 36.6*
COc1cc(-c2cc(=O)c3c(O)cc(O)cc3o2)ccc1O
    -3.2%, ?, 39.3*, ?, 13.1µM*, ?, 37.0*
COc1ccc(C2CC(c3ccccc3)=NN2C(=O)COC(=O)c2cccc(S(=O)(=O)N3CCOCC3)c2)cc1 (centres undefined)
    -3.5%, -1.1%, -14.0, -4.2%, 0.0%, ?, 0.7
Cc1ccc(CNc2cc(C(=O)O)ccc2Cl)s1
    -12.9%, -0.9%, -1.2, -11.5%, -21.4%, 10.0%, -2.3
Cc1cc2nc(SCC(=O)Nc3nonc3C)c3c(c2cc1C)CCCC3
    -8.4%, -4.7%, 4.3, -19.9%, ., -8.3%, -3.2
O=C(CN1CCN(Cc2ccccc2F)CC1)Nc1ccccc1Cl
    -12.9%, -2.1%, -6.6, -1.1%, 19.8%, 11.3%, 5.5
CCOC(=O)/C(C#N)=C(/C)c1ccc(OC)cc1
    26.5%, 5.6%, -2.3, 2.0%, 15.1%, -4.2%, 5.8
O=[N+]([O-])c1ccc(C(=S)N2CCCC2)cc1
    -11.8%, 0.3%, 13.9, -15.4%, -4.9%, 11.5%, 7.0
OCCNc1nc2ccccc2n1CCN1CCCCC1
    -6.5%, -2.3%, 5.9, -6.0%, -18.7%, -5.6%, -4.5
CC1(C)Cc2c(sc3nc(=S)[nH]c(N)c23)CO1
    ., -4.3%, -5.4, ., ?, -39.5%, -3.3
CCCCCCCC(=O)NNC(=O)c1ccc(F)cc1
    97.1%[activator], -0.7%, -8.5, 2.8%, -15.2%, -19.5%, -4.6
N#CCc1ccccc1C(=O)OCC(=O)N(Cc1ccccc1)Cc1ccccc1
    4.4%, ., ., -2.4%, ?, -3.7%, .
CC12CCC(C(=O)NCc3ccc(F)cc3)(OC1=O)C2(C)C (centres undefined)
    16.0%, 5.8%, 2.7, 3.5%, -1.3%, 8.2%, -1.9
CC1=C(C(N)=O)C(c2sccc2C)n2nnnc2N1 (centres undefined)
    -7.5%, -0.4%, 9.0, 0.9%, 2.8%, ., 13.6
CC1(C)CCCN(C(=O)N2c3ccccc3Sc3ccccc32)C1
    11.9%, 0.1%, -11.3, 4.2%, -0.3%, 31.6%[activator], 2.3
